M. tuberculosis GlmU – inhibition of mycobacterial GlmU enzyme – biochemical, glucosamine-1-phosphate acetyltransferase (AID 1376); one-dose inhibition, %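 (tested at 30 µM in the primary screen)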; IC50 in µM for titrated hits; M. tuberculosis GlmU acetyltransferase enzyme assay; higher % means a stronger effect; Bifunctional protein GlmU (Mycobacterium tuberculosis (strain ATCC 25618 / H37Rv)); 0.25% of 220,000 active; in the data active = inhibition above about 13%;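 note: 0% = complete reaction with vehicle and 100% = reaction without substrate; strong numbers were not always called active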
RmlCD inh 1536 – M. tuberculosis RmlC/RmlD coupled enzyme inhibitors, primary screen, biochemical, compound mixtures, 384-well, from 1536-well plates; AID 1533, 2009; RmlC+RmlD coupled enzyme assay, percent inhibition; primary screen in compound mixtures; 0.03% of 160,000 active; dTDP-4-dehydrorhamnose reductase (Mycobacterium tuberculosis (strain ATCC 25618 / H37Rv)) …; inhibition, % at 3.6 µM; in the data active = inhibition mostly above about 34%, no sharp cut-off; note: some results filed as inactive read as strong as hits
Target sequence (P9WH09 whole entry, looked up): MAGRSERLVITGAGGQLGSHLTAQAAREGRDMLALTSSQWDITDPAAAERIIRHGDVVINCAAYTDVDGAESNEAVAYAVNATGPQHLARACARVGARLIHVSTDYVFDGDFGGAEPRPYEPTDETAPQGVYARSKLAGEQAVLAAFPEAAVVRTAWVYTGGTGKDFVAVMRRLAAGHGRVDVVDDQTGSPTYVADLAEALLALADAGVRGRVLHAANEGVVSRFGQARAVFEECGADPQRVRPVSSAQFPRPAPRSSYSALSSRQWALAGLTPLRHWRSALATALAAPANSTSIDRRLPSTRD
Target sequence (P9WH11 whole entry, looked up): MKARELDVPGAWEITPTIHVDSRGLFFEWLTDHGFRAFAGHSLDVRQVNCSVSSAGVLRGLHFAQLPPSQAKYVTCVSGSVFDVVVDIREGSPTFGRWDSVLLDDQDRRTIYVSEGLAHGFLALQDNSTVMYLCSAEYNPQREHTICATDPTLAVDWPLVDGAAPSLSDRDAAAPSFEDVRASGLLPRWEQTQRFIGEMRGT
Numbers without * were called inactive; · = no result given. This is a subset. The share of hits here may be higher or lower than overall.

The line under a structure holds: M. tuberculosis GlmU	RmlCD inh 1536
- COc1ccc(-c2ncncc2-c2csc(C)n2)c(O)c1
 : -2.4%	·
- CCOC(=O)c1[nH]c(C)c(CN(CCc2ccccc2)S(C)(=O)=O)c1C
 : 0.7%	49.7
- CCC(=O)N1CCCn2c1nc1ccccc12
 : -10.0%	·
- CCOC(=O)c1cc2sc(C)cc2n1CC(=O)N1CCc2ccccc21
 : -0.3%	-3.9
- COc1ccc(C(=O)NC(=S)Nc2ccc(N3CCN(C(C)=O)CC3)cc2)cc1[N+](=O)[O-]
 : 2.9%	7.4
- Cc1cc(C(=O)N2CCN(C(=O)C3CCCO3)CC2)no1 (centres undefined)
 : -8.0%	17.1
- COc1ccc(Cl)c(Cn2c(NCc3ccco3)nc3c2c(=O)n(C)c(=O)n3C)c1
 : -5.4%	4.1
- S=C1SCN(Cc2ccco2)CN1Cc1ccco1
 : 1.9%	10.7
- CCc1ccccc1NC(=S)N(CCCN1CCOCC1)Cc1ccccn1
 : -3.2%	14.0
- CCOC(=O)c1c(NC(C)=O)sc2c(OCCN(CC)CC)c(Br)ccc12
 : -6.2%	2.5
- COc1c(C)cc(Br)cc1C(=O)Nc1ccccc1N1CCN(C(=O)c2ccccc2)CC1
 : 1.3%	-11.1
- CC[n+]1ccc(/C=C2\Sc3ccccc3N2CCCS(=O)(=O)[O-])c2ccccc21
 : 4.3%	12.4
- CC(OC(=O)C1CCCCC1)c1nc2ccccc2[nH]1 (centres undefined)
 : -0.3%	2.1
- CC(=O)OC(C(=O)n1nc(C)cc1C)c1ccccc1 (centres undefined)
 : -2.3%	·
- O=C(NCCc1ccccn1)c1cccnc1Oc1ccc(Cl)cc1
 : 2.5%	-2.7
- COC(=O)c1cccc(S(=O)(=O)N2CCC(C)CC2)c1
 : 0.5%	2.7
- Cn1c(SCC(=O)NCC2CCCO2)nnc1-c1ccc(S(=O)(=O)N2CCCC2)cc1 (centres undefined)
 : -2.0%	-1.9
- Cc1ccc(NC(=O)COc2ccccc2CNC(C)(C)CC(C)(C)C)cc1
 : 4.7%	·
- O=C(CSCc1c(Cl)cccc1Cl)NCc1ccco1
 : 6.3%	·
- O=c1cc(O)c(-c2ccc(Cl)cc2)c(Cl)[nH]1
 : 0.4%	·
- O=C1c2cc(F)ccc2OC2(CCNCC2)C12CC(c1ccccc1)=NO2 (centres undefined)
 : -5.1%	2.5
- COc1ccc(NC(=O)C(NC(C)=O)C(=O)NCc2ccccc2Cl)cc1 (centres undefined)
 : 3.2%	-5.0
- NS(=O)(=O)c1cccc(NC(=S)NCc2ccc3c(c2)OCO3)c1
 : 3.4%	-9.6
- O=C(NN=C1CCCCCC1)c1c[nH]c2ccccc12
 : 3.6%	·
- Cc1cc(C)cc(NC(=O)CN2CCN(CCN=CC3=C(O)CC(c4ccc(Cl)cc4)CC3=O)CC2)c1 (centres undefined)
 : 4.1%	-0.5
- CS(=O)(=O)N(CC(=O)Nc1ccccc1-c1ccccc1)c1cccc(F)c1
 : 8.9%	-7.8
- Cc1ccc2nc(N3CCN(S(=O)(=O)c4ccc5c(c4)OCCO5)CC3)c(C#N)cc2c1
 : 3.4%	3.6
- Cc1nc2cc(C(F)(F)F)ccc2n1C1CCN(CC(=O)N2CCCC2)CC1
 : 2.4%	-2.7
- O=C(Nc1cccc(C(=O)O)c1)/C(=C\c1ccc2c(c1)OCO2)NC(=O)c1ccccc1
 : 1.9%	9.1
- CC1(C)CC(=O)C(C=NCc2cccnc2)=C(O)C1
 : 0.5%	-3.0
- O=C(/C=C/c1ccncc1)c1ccc2c(c1)OCCO2
 : 2.1%	7.0
- CN(Cc1ccccc1)C(=O)COC(=O)/C=C/c1ccco1
 : -2.1%	-3.9
- COc1ccc(CN2CCNC(=O)C2CC(=O)NCc2cn3ccc(C)cc3n2)c(OC)c1 (centres undefined)
 : 0.0%	-0.8
- CN(C)C(=S)N=Nc1[nH]c2ccccc2c1O
 : 6.4%	-9.4
- O=C(CSc1ccc2nnc(-c3ccccn3)n2n1)Nc1nccs1
 : -2.2%	22.4
- O=C(Nc1ccn(Cc2c(F)c(F)cc(F)c2F)n1)c1ccc(COc2ccc(Cl)cc2Cl)o1
 : 1.4%	0.7
- COCCCN=C1NN=C(c2cc(C)n(-c3ccccc3)c2C)CS1
 : 2.4%	-5.9
- CCOC(=O)C(CCCOc1cccc(OC)c1)C(=O)OCC
 : 6.3%	·
- COc1ccc(Cn2c(S(=O)(=O)CC(N)=O)nc3ccccc32)cc1[N+](=O)[O-]
 : 2.0%	7.0
- CCOC(=O)C1CCN(S(=O)(=O)Cc2ccccc2)CC1
 : 7.4%	2.5

Entries of single compounds from above.
CCOC(=O)C1CCN(S(=O)(=O)Cc2ccccc2)CC1 is entered as M. tuberculosis GlmU: 7.4%; RmlCD inh 1536: 2.5
O=C(Nc1ccn(Cc2c(F)c(F)cc(F)c2F)n1)c1ccc(COc2ccc(Cl)cc2Cl)o1 is entered as M. tuberculosis GlmU: 1.4%; RmlCD inh 1536: 0.7

(continued)
The line under a structure holds: M. tuberculosis GlmU	RmlCD inh 1536
- Cc1ccccc1NC(=O)c1ccc2c(c1)C(=O)N(CCC(C)C)C2=O
 : 7.6%	·
- O=c1cc(O)c2c(=O)n(C3CCCCC3)c3ccccc3c2o1
 : -2.2%	-7.4
- O=C(Nc1ccc(N2CCOCC2)cc1)c1cccc(S(=O)(=O)N2CCC(Cc3ccccc3)CC2)c1
 : 4.4%	·
- Clc1ccc2nc(N3CCCCC3)sc2c1
 : 3.7%	5.8
- COC(=O)c1ccc(S(=O)(=O)N2C3CCC2CC(NC(=O)NC2CCCCC2)C3)cc1 (centres undefined)
 : ·	7.1
- CCCCOC(=O)Nc1nnc(SCCOc2ccc(C)cc2)s1
 : -2.4%	-1.2
- CCOC(=O)C(C)N1C(=O)S/C(=C/c2cc(C)n(-c3ccncc3)c2C)C1=O (centres undefined)
 : 1.8%	7.2
- Cc1ccccc1OCC(=O)OC(C)CN1CCN(C)CC1 (centres undefined)
 : -7.4%	·
- [O-]/C(=C(\C(=S)Nc1cccc2ccccc12)[n+]1ccccc1)c1ccc2c(c1)OCCO2
 : -1.2%	4.2
- Fc1ccc(COc2ccc3ccccc3c2CNc2nn[nH]n2)cc1
 : 1.6%	2.5
- CC(=O)Nc1cccc(Oc2ncccc2[N+](=O)[O-])c1
 : -0.5%	-5.4
- COc1ccc(-c2ccc([C@H]3[C@H]4C=CC[C@@H](C)[C@@H]4C(=O)N3Cc3ccccc3)c(F)c2)cc1
 : 1.1%	·
- CCOC(=O)C1=C(CP(=O)(c2ccccc2)c2ccccc2)NC(=O)NC1c1ccc(OC)cc1 (centres undefined)
 : -2.7%	-7.8
- O=c1c2ccccc2nc(/C=C/c2ccco2)n1-c1ccccc1O
 : 2.4%	·
- Cc1cc(C)cc(NC(=O)C(OC(=O)c2ccc([N+](=O)[O-])o2)c2ccccc2)c1 (centres undefined)
 : 2.2%	·
- COc1ccccc1N1CCN(C(=S)NC(=O)/C=C/c2ccc(F)cc2)CC1
 : 9.7%	·
- COc1ccc(-n2c(C)nc3cc(C(=O)NCCN4CCOCC4)ccc32)cc1
 : 1.9%	5.8
- COc1ccc(C(=O)Nc2ccc(Cl)cc2C(=O)NCCN2CCOCC2)cc1
 : -2.8%	·
- Cc1ccc(NC(=O)C(C)c2cccc(C(=O)c3ccccc3)c2)cc1O (centres undefined)
 : 5.8%	·
- CCOC(=O)C1=C(O)C(Nc2nc3ccccc3s2)(C(F)(F)F)N=C1C (centres undefined)
 : -3.8%	·
- CCOC(=O)c1oc2ccccc2c1NC(=O)c1ccc(Cl)s1
 : 1.7%	4.1
- Cc1csc(SCCn2c(N3CCN(c4ccccc4)CC3)nc3c2c(=O)[nH]c(=O)n3C)n1
 : 1.2%	-8.4
- Oc1ccccc1N=Cc1sc2ccccc2c1Cl
 : -1.2%	-8.7
- c1ccc(N2CCN(c3ncnc4sc5c(c34)CCC5)CC2)cc1
 : 0.0%	1.6
- Cn1c(NCCCO)nc2ccccc21
 : 0.1%	-3.0
- CC(C)(C)NC(=O)COc1ccc(CNCc2cccs2)cc1
 : 1.1%	·
- O=C(c1ccc(Cl)s1)N1CCOCC1
 : 6.1%	4.4
- COc1cccc(C2=NN(S(C)(=O)=O)C(c3cccs3)C2)c1 (centres undefined)
 : -1.3%	·
- CC1CCN(CC(=O)c2ccc3c(c2)OCCO3)CC1
 : -8.0%	14.5
- Cc1nnc(NC(=O)C2CCN(S(=O)(=O)c3ccc(Cl)cc3)CC2)s1
 : -1.4%	24.8
- CCOC(=O)C(C)Sc1ncc(OC)c(=O)[nH]1 (centres undefined)
 : 3.8%	-7.7
- CC[C@H](C)/C=C(C)/C=C/C(=O)Cc1cc(O)c(C)c(O)c1C=O
 : 0.8%	·
- CCCCC(CC)C(=O)N1CCN(C(=O)c2ccco2)CC1 (centres undefined)
 : -4.0%	-4.8
- O=C(/C(=C\c1ccccc1)c1nc2ccccc2[nH]1)c1ccc(Cl)cc1
 : 5.7%	-5.3
- COc1ccc(O)c(C(=O)CC(=O)c2ccc(F)cc2)c1
 : 5.8%	-3.3
- O=C(Nc1ccc(Cl)c(S(=O)(=O)N2CCOCC2)c1)c1ccccn1
 : 1.2%	4.8
- CS(=O)(=O)Nc1ccc(C2=NN(C(=O)C3CCCCC3)C(c3cccs3)C2)cc1 (centres undefined)
 : 1.8%	-4.2
- CC(C)Cc1nc2sc3c(=O)n(N)cnc3c2c2c1COC(C)(C)C2
 : 5.3%	1.0
- Cc1nc(C)c(C(=O)C2=C(O)C(=O)N(CCCn3ccnc3)C2c2ccc(Cl)cc2)s1 (centres undefined)
 : -6.6%	-8.6
- CCc1nnc(NC(=O)CSc2nc3cc4c(cc3cc2C)OCCO4)s1
 : -1.1%	18.2
- CCOCc1nnc(NC(=O)CCc2ccccc2)s1
 : -5.8%	-5.4
- CCOc1ccc(CCNC(=O)CCS(=O)(=O)c2ccc(OC)cc2)cc1OCC
 : 7.4%	4.7
- COCCNc1nc2nonc2nc1N(C)Cc1ccc(C)cc1
 : -0.2%	3.8
- COc1ccc(C(CC(=O)N2CCCCC2)c2c(OC)cc(OC)c3c(-c4ccccc4)cc(=O)oc23)cc1 (centres undefined)
 : 1.5%	·
- Cc1nnc(NC(=O)c2cccc(Br)c2)s1
 : 1.4%	12.8
- CCc1ccc(CNn2cnnc2SCC(=O)NC(C)(C)C)cc1
 : 3.3%	·
- NC(=O)CC(NC(=O)Cc1ccc(Br)cc1)c1ccc(NCc2ccccn2)c([N+](=O)[O-])c1 (centres undefined)
 : 0.7%	·
- Clc1ccc(-c2ccc(C=Nc3ccc(N4CCOCC4)cc3)o2)c(Cl)c1
 : -8.6%	2.5
- Cn1c(C2CCCCC2)nc2c1c(=O)[nH]c(=O)n2Cc1ccccc1
 : 1.9%	·
- Cc1cc(C)c2nc(NC(=O)c3cccc(S(=O)(=O)N4CCc5ccccc54)c3)sc2c1
 : 2.4%	2.3

Following part.
The line under a structure holds: M. tuberculosis GlmU	RmlCD inh 1536
- CC(C)(C)NC(=O)COC(=O)c1ccc(O)cc1
 : 7.3%	2.5
- Cc1ccccc1-n1cc[nH]c1=S
 : 0.9%	·
- Oc1c(C(c2ccco2)N2CCC3(CC2)OCCO3)sc2ncnn12 (centres undefined)
 : 2.9%	9.8
- NC(=O)CCC(=O)N1CCCC(C(=O)c2ccc3c4c(cccc24)CC3)C1 (centres undefined)
 : 7.9%	11.0
- COc1ccc(/C=c2/sc3n(c2=O)C(c2ccccc2OC)C2=C(N=3)c3ccccc3CC2)cc1O (centres undefined)
 : 3.8%	-19.0
- O=C(Cc1ccccc1)Nc1ccc2c(c1)C(=O)N(CC1CCCO1)C2=O (centres undefined)
 : -3.7%	3.6
- Cc1ccc(NC(=S)N(CCCN2CCOCC2)Cc2ccccn2)cc1
 : 1.1%	-12.8
- O=C(NCCCn1ccnc1)c1csc2ccccc12
 : 1.9%	-48.7
- COC(=O)c1c(N)c(C#N)c(C)n1-c1ccccc1
 : 9.4%	·
- c1ccc(-c2ccc(-n3ccnc3)cc2)cc1
 : 0.0%	·
- CCCCNC(=S)N1CCn2cccc2C1c1cccnc1 (centres undefined)
 : 8.5%	2.5
- Cc1cccc(C2(c3cccc(C)c3)CC2C(=O)Nc2ccc([N+](=O)[O-])cc2O)c1 (centres undefined)
 : 0.5%	·
- O=C1/C(=C\Nc2ccccc2)CCN1c1ncccn1
 : 0.0%	·
- Cc1nc(Nc2ccc(O)cc2)c2c3c(sc2n1)CCCC3
 : 1.2%	-10.2
- C=C(C)COc1ccc2c(CC)cc(=O)oc2c1C
 : 2.2%	-9.9
- Cc1ccc(S(=O)(=O)Cc2cn3cccnc3n2)cc1
 : -3.1%	10.3
- COc1ccc(N(C)S(=O)(=O)c2cccc(C(=O)OCC(=O)Nc3sc4c(c3C#N)CCCCC4)c2)cc1
 : 2.1%	5.0
- COc1ccc(-c2c3c(nc4sc5c(=O)[nH]c(C)nc5c24)CCC3)cc1
 : -3.8%	3.6
- Cc1cc(C)c(S(C)(=O)=O)c(NN)n1
 : -2.0%	-12.0
- O=C(Cn1cnc2ccccc21)N/N=C/c1ccc([N+](=O)[O-])cc1
 : -3.3%	3.6
- CC(=O)Nc1cccc(NC(=O)c2sc3ncn(CC(=O)N4CCCCC4)c(=O)c3c2C)c1
 : 2.5%	7.0
- CN1CCN(C(=S)c2cn(CCOc3ccccc3)c3ccccc23)CC1
 : -1.5%	·
- Cn1c(O)c(C=NCCN2CCN(C(=O)c3ccccc3)CC2)c(=O)n(C)c1=O
 : 7.2%	-8.1
- Cc1ccc(C(=O)NC(=S)Nc2ccc(N3CCOCC3)cc2)cc1
 : 3.8%	·
- Cc1ccccc1NC(=O)COC(=O)CNC(=O)c1sc2ccccc2c1Cl
 : -2.7%	-0.4

High-throughput results deposited in PubChem BioAssay by several laboratories.
